ASK1 inh – inhibitors of human ASK1 kinase; inhibition, % at 7.44 µM; 0.99% of 22,000 active; AID 1159602; Q99683; AlphaScreen MKK6 phosphorylation by ASK1, luminescence; in the data active = inhibition above about 35%;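 note: 0% = median of compound wells and 100% = no enzyme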
ULK1 primary – blocks human autophagy kinase ULK1. AlphaScreen Atg13 phosphorylation by ULK1, luminescence. inhibition, % at 5.96 µM. 1.9% of 30,000 active; in the data active = inhibition above about 43%;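 note: 0% = median of compound wells and 100% = no enzyme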
Target sequence (O75385 whole entry, looked up): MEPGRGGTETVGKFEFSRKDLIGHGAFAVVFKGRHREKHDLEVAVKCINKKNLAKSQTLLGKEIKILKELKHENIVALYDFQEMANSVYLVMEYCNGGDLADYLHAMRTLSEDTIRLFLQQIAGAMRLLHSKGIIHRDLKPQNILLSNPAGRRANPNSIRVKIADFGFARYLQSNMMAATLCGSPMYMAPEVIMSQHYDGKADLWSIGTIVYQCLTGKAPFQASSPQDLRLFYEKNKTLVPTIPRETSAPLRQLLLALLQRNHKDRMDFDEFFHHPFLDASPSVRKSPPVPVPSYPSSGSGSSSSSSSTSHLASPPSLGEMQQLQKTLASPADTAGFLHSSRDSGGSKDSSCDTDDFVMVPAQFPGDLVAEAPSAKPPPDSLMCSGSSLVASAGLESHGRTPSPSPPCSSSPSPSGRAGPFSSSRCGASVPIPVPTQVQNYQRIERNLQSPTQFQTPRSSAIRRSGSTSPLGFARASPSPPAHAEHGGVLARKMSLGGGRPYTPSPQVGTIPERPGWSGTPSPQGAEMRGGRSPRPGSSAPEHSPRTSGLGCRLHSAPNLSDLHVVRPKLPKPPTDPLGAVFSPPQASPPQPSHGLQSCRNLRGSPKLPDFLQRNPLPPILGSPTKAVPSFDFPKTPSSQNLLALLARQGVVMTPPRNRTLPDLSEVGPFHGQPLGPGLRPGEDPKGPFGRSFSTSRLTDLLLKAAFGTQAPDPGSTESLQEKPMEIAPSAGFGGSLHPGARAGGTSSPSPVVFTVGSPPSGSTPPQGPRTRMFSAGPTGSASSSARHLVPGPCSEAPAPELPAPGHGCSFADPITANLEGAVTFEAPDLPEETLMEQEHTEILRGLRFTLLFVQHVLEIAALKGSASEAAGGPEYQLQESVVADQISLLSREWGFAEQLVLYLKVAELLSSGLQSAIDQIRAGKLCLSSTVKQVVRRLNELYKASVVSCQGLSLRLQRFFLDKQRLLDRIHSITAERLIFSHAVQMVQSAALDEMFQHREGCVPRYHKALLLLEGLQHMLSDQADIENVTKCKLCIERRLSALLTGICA
Starred values were filed as active, the others as inactive; . = not tested or not shown; & = joins results of further samples.

SMILES | ASK1 inh | ULK1 primary
COc1ccc(CCNc2nc(Nc3cccc(N(C)C)c3)nc3c2ncn3-c2ccccc2)cc1 | 12 | 14
Cc1cnc(-c2c(C)nn(C)c2C)nc1NCCN(C(C)C)C(C)C | 0 | 1
Oc1ccc(CCNc2nc(N3CCN(Cc4ccc5c(c4)OCO5)CC3)nc3c2ncn3Cc2ccc(C(F)(F)F)cc2)cc1 | 5 | -40
COc1ccc(CCNc2ncnc3c2nc(-c2ccc(N4CCN(C)CC4)cc2)n3C(C)C)cc1 | -2 | -4
Oc1ccc(CCNc2nc(Nc3cnccn3)nc3c2ncn3-c2ccsc2)cc1 | 27 | 6
CCN(CC)c1cc(-c2cncc(Br)c2)nc(-c2ccccc2)n1 | . | 10
CC(=O)Nc1ccc(Nc2ccnc(NC3CCN(Cc4ccccc4)CC3)n2)cc1 | -16 | -3
O=C1CCCN1CCn1cnc2c(NCCN3CCOCC3)nc(N3CCN(Cc4ccc5c(c4)OCO5)CC3)nc21 | 4 | -2
COc1ccc(-c2cc(C(=O)NCCO)ccn2)cn1 | -6 | 14
O=C(NCc1cccc(C(F)(F)F)c1)c1csc(Nc2ccccc2)n1 | 7 | -6
COc1cc(NC(=O)c2cccc(-n3cc(N(C)c4nnnn4-c4ccccc4)cn3)c2)ccc1N1CCOCC1 | 8 | 12
Nc1nc(NCCN2CCOCC2)cc(NC2CCN(Cc3ccccc3)CC2)n1 | -3&1 | 3&8
CCc1c(C(=O)O)[nH]c2ccc(C)cc12 | . | 0
Cn1c(Nc2nccc(Nc3ccc(N4CCOCC4)cc3)n2)nc2ccccc21 | 26 | 15
CC1(C)S[C@@H]2[C@H](NC(=O)C(NC(=O)N3CCNC3=O)c3ccccc3)C(=O)N2[C@H]1C(=O)O (some centres undefined) | . | -2
CCCNc1nc(NC2CCN(Cc3ccccc3)CC2)nc2cc(OC)c(OC)cc12 | -5 | 7
Fc1ccc(-c2[nH]ncc2-c2ncccn2)cc1 | -5 | -2
NC(=O)c1ccccc1Nc1nc(Nc2ccc(Cl)cc2)ncc1Cl | -39 | 20
C[C@H](NC(CCc1ccccc1)C(=O)O)C(=O)N1CCC[C@H]1C(=O)O (some centres undefined) | . | 10
OCCCNc1cc(-c2ccncc2)nc(-c2cccnc2)n1 | . | -2
c1ccc2c(NCn3nnc4ccccc43)cccc2c1 | . | 7
O=C(NCCOc1ccccc1)c1ccnc(Nc2ccccn2)c1 | -10 | 5
NC(C(=O)N1CCN(C(=O)Nc2ccc3[nH]ncc3c2)CC1)c1ccc(C(F)(F)F)cc1 (centres undefined) | -4 | 22
O=C(Nc1ccc2[nH]ncc2c1)[C@H]1CC[C@H](NC(=O)[C@H](O)c2cccc(Cl)c2)C1 | 5 | 9
c1ccc(-c2nc(NCCCn3ccnc3)cc(-c3ccccn3)n2)cc1 | . | -19
CCN1CCN(c2c(Cl)cccc2NC(=O)c2ccc(Br)s2)CC1 | -12 | -5
COc1cc(Nc2cc(-c3cccc(N)c3)ncn2)cc(OC)c1OC | -10 | -17
O=C(Nc1ccc2c(c1)OCO2)c1csc(NCCN2CCOCC2)n1 | 12 | 30
NS(=O)(=O)c1ccc(-c2cnc3cccc(Nc4ccc(Cl)cn4)c3c2)cc1 | -33 | 5
CCN(CC)C(=O)C1CCCN(c2cccc(C(=O)NC3CCN(Cc4ccccc4)CC3)c2)C1 (centres undefined) | -2 | -2
CN(C)CCOc1cccc(CN(C)C(=O)Nc2ccc(-c3cn[nH]c3)cc2)c1 | -5 | -3
Cn1c(Nc2cc(NC3CCN(Cc4ccccc4)CC3)nc(N)n2)nc2ccccc21 | 2 | 12
COc1c(C)cnc2c1c(=O)n(CC(=O)Nc1ccc3c(c1)OCCO3)c(=O)n2C | . | -1
FC(F)(F)c1cccc(CNc2ccnc(NCc3ccc4c(c3)OCO4)n2)c1 | 8 | -19
COc1cc2nc(-c3ccc(N4CCOCC4)nc3)nc(NCCN(C(C)C)C(C)C)c2cc1OC | 3 | -11
COc1ccc(CCNc2cc(Nc3ccc(N4CCOCC4)cc3)ncn2)cc1 | -10 | -3

3 entries out of the list above, arranged by their value in ULK1 primary, falling:
SMILES | ASK1 inh | ULK1 primary
CCN1CCN(c2c(Cl)cccc2NC(=O)c2ccc(Br)s2)CC1 | -12 | -5
COc1cc2nc(-c3ccc(N4CCOCC4)nc3)nc(NCCN(C(C)C)C(C)C)c2cc1OC | 3 | -11
FC(F)(F)c1cccc(CNc2ccnc(NCc3ccc4c(c3)OCO4)n2)c1 | 8 | -19

Other structures
SMILES | ASK1 inh | ULK1 primary
COc1ccccc1NC(=O)c1oc2ccccc2c1C | . | -2
c1ccc(Oc2ccc(Nc3nc(N4CCOCC4)nc4nc[nH]c34)cc2)cc1 | -1 | -20
O=C(NCCN1CCOCC1)c1cccc(-n2ncc3cc(Nc4ccccc4)c(F)cc32)c1 | 5 | -15
c1ccc(N2CCN(c3nccc(NC4CC4)n3)CC2)nc1 | -7 | 3
CC(=O)c1cc(Cl)ccc1OC(=O)c1ccccc1[N+](=O)[O-] | . | 8
Cc1ccc(-c2ncn(-c3ccc(Nc4nccc(-c5cc(F)cc(-c6cn[nH]c6)c5)n4)cc3)n2)cn1 | 26 | 9
C=C(C)Cn1c(SCC(C)C)nc2c1c(=O)n(C)c(=O)n2C | . | -3
Nc1nc(Nc2ccc(N3CCOCC3)cc2)cc(Nc2ccccn2)n1 | -3 | 9
O=C(NCc1cccnc1)c1ccnc(Nc2ccc(N3CCOCC3)cc2)c1 | 5 | 2
c1ccc(-c2nccc(NC3CC3)n2)cc1 | 3 | -6
COc1ccnc2c1c(=O)n(CC(=O)OCc1ccccc1)c(=O)n2C | . | -2
O=C(Nc1cccc(-c2ccncc2)n1)C1COc2ccccc2O1 (centres undefined) | -15 | -4
O=C(Nc1ccccc1)c1cccc(-n2cc(Nc3nccn3-c3ccccc3)cn2)c1 | 9 | -7
Clc1ccc(C(c2ccccc2Cl)C(Cl)Cl)cc1 (centres undefined) | . | -3
N#C/C(=C\c1nn(-c2ccccc2)c(N)c1C#N)c1ccco1 | . | 45*
CCCC(=O)O[C@]1(C(=O)CO)CC[C@H]2[C@@H]3CCC4=CC(=O)CC[C@]4(C)[C@H]3[C@@H](O)C[C@@]21C | . | 4
CC1=C(C)CC2C(=O)N(c3cc(C)ccc3C)C(=O)C2C1 (centres undefined) | . | -6
c1ccc2[nH]c(CNc3ncnc4nc(Nc5ccc(N6CCOCC6)cc5)[nH]c34)nc2c1 | 10 | 25
O=C(NCCN1CCOCC1)c1ccnc(N2CCN(c3ccccn3)CC2)c1 | -3 | 8
Cc1cnc(Nc2ccncn2)nc1NCc1cccnc1 | 15 | 3
Cc1cnc(CNc2cc(-c3ccncc3)nc(C)n2)nc1 | . | 0
CC(=O)Nc1ccc(NC(=O)c2cnc(NCCN3CCOCC3)s2)cc1 | -5 | 14
O=C(Nc1ccc(N2CCOCC2)cc1)c1cnc(NC2CCN(Cc3ccccc3)CC2)s1 | 3 | -12
Cc1ccc(S(=O)(=O)NC(C)Cc2cccs2)cc1 (centres undefined) | . | -13
O=C(NCCN1CCOCC1)c1csc(Nc2ccc(-n3ccnc3)cc2)n1 | 1 | 12
Cc1cnc(N2CCCC2CO)nc1NCCN1CCOCC1 (centres undefined) | 0 | 19
Cc1cccc(NC(=O)C(=O)c2ccco2)c1N1CCC2(CC1)OCCO2 | 10 | 2
Cc1cc(NCc2nc3ccccc3[nH]2)nc(-c2ccc(C(=O)NC3CC3)cc2)n1 | 8 | 21
CCOC(=O)C(C)(N)Cc1ccc(O)c(O)c1 (centres undefined) | . | -13
FC(F)(F)c1ccc(Cn2cnc3c(NCc4cccnc4)nc(NCCN4CCOCC4)nc32)cc1 | 3 | 5
O=C(Cc1ccccc1)Nc1cccc(-n2ncc3ccc(-c4nn[nH]n4)cc32)c1 | 8 | -23
Cc1noc(C)c1-c1nc(NCc2nc3ccccc3[nH]2)c2[nH]cnc2n1 | -9 | -4
CC(=O)OCC(=O)NCCCOc1cccc(CN2CCCCC2)c1 | . | -3
O=C(O)CC(O)C(=O)O (centres undefined) | . | 5
Cc1cc2c(NC(=O)[C@@H]3CC[C@H](N)C3)cccc2nn1 | -10 | 10
COCCNc1ncc(-c2ccc(OC(F)(F)F)cc2)cn1 | . | 2

Entries listed above marked active in ULK1 primary:
SMILES | ASK1 inh | ULK1 primary
N#C/C(=C\c1nn(-c2ccccc2)c(N)c1C#N)c1ccco1 | . | 45*

(cont.)
SMILES | ASK1 inh | ULK1 primary
N[C@@H](Cc1ccc(O)c(O)c1)C(=O)O | . | 32
O=C(Cc1cn(-c2ccc(N3CCN(c4ccccn4)CC3)nn2)c2ccccc12)Nc1ccc(N2CCOCC2)cc1 | 21 | 34
CC(C)n1cnc2c(NCCO)nc(-c3cccc(N)c3)nc21 | 6 | 1
O=C(NCCCN1CCCC1=O)c1cc(Cl)nc2ccccc12 | -14 | -25
COc1ccc(-c2nc(Nc3ccc(Oc4ccccc4)cc3)c3ncn(-c4ccccc4)c3n2)cc1 | -17 | -13
CC(=O)Nc1ccc(Nc2nc(N3CCN(c4ccccn4)CC3)nc3nc[nH]c23)cc1 | -8 | -12
c1cn(-c2ccc(Nc3nccc(-c4ccc(-c5ccn[nH]5)cc4)n3)cc2)nn1 | -3 | 20
Oc1ccc(CCNc2nc(-c3ccccc3)nc3c2ncn3-c2ccsc2)cc1 | 1 | -56
c1ccc(Nc2nc(Nc3ccncn3)nc3nc[nH]c23)cc1 | -14 | 14
Cc1noc(C)c1-c1nc(NC2CC2)c2ncn(Cc3ccc(C(F)(F)F)cc3)c2n1 | -11 | -12
NC(C(=O)N1CCC(NC(=O)Nc2ccncc2)CC1)c1ccc(Br)cc1 (centres undefined) | -8 | 6
COc1cccc(C(=O)Nc2ccc(Nc3nc(C)cc(N4CCCCC4)n3)cc2)c1OC | . | -20

Copied from the list:
ASK1 inh with Oc1ccc(CCNc2nc(-c3ccccc3)nc3c2ncn3-c2ccsc2)cc1 → 1
ULK1 primary with N[C@@H](Cc1ccc(O)c(O)c1)C(=O)O → 32

Remaining list, next part
SMILES | ASK1 inh | ULK1 primary
CC(=O)Nc1ccc(Nc2nc(-c3c(C)nn(C)c3C)nc3c2ncn3-c2ccsc2)cc1 | 4 | -4
COc1ccc(CCNc2cc(C)nc(NCCN3CCOCC3)n2)cc1 | 1 | -10
O=C1CCCN1CCCNc1nc(N2CCN(c3ccccn3)CC2)nc2c1ncn2-c1ccccc1 | 5 | -9
COc1ccc(C(O)C(=O)Nc2ccc(-c3cn[nH]c3)cc2OC2CCN(C)CC2)cc1 (centres undefined) | -10 | 4
CC(C)n1cnc2c(N)nc(Nc3nccc4ccccc34)nc21 | 2 | 3
COc1ccc2c(c1)CC(c1nc(Nc3ccc(C(N)=O)cc3)c3ccccc3n1)CO2 (centres undefined) | 11 | -31
COc1ccc(CCNC(=O)c2cccc(Nc3cccnc3)c2)cc1 | -30 | -4
O=C(Nc1cn(-c2ccncc2)ccc1=O)C1COc2ccccc2O1 (centres undefined) | -21 | 11
CCCNC(=O)c1ccnc(-c2ccc3c(ccn3C)c2)c1 | 1 | 3
CNCc1ccccc1 | . | 11
CC(C)n1c(N2CCOCC2)nc2c(Nc3ccc(N4CCOCC4)cc3)ncnc21 | -14 | -18

6 entries from above, with values under each structure:
Every second line gives: ASK1 inh | ULK1 primary
COc1ccc2c(c1)CC(c1nc(Nc3ccc(C(N)=O)cc3)c3ccccc3n1)CO2 (centres undefined)
 : 11 | -31
COc1ccc(CCNC(=O)c2cccc(Nc3cccnc3)c2)cc1
 : -30 | -4
O=C(Nc1cn(-c2ccncc2)ccc1=O)C1COc2ccccc2O1 (centres undefined)
 : -21 | 11
CCCNC(=O)c1ccnc(-c2ccc3c(ccn3C)c2)c1
 : 1 | 3
CNCc1ccccc1
 : . | 11
CC(C)n1c(N2CCOCC2)nc2c(Nc3ccc(N4CCOCC4)cc3)ncnc21
 : -14 | -18

High-throughput results as filed in PubChem.
